Vif-A3G inh: Vif-A3G binding inhibition. actives 0.076% (n = 410,000). AID 602310. Potency, µM (titrated, usually from 46.1 µM), without a hit: top-dose activity, negative = active, usual class: inhibitors. HeLa A3G-eYFP + Vif (tagged APOBEC3G with the HIV-1 protein that degrades it), YFP fluorescence, overnight;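 further: potency means the concentration at half of the fitted maximal effect; on the % scale 0 is the no-effect control and ±100 the full control effect; nearly all actives have a fitted effect of over 60% in size; hits raise eYFP signal because A3G escapes Vif-driven loss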
Target sequence (Q9HC16 whole entry, looked up): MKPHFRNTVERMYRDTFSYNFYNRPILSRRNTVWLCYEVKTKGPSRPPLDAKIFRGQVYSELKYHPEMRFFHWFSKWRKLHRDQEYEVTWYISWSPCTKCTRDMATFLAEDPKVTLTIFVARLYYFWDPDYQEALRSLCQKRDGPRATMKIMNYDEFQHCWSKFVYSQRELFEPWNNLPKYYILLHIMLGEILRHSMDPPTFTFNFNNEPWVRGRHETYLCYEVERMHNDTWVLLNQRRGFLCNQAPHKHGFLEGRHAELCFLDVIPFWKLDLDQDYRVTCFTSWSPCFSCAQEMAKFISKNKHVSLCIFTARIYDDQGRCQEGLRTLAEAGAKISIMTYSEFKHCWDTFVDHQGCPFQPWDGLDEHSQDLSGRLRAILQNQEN
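Read-out is eYFP fluorescence (Ex 488/Em 500-530) from Vif-expressing HeLa A3G-eYFP cells; more signal means A3G escaped Vif-mediated degradation. Cells plated overnight, compound pinned in, incubated overnight at 37 deg C.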
Vif-APOBEC3F blk: inhibitors of Vif-A3F interaction; actives 0.2% (n = 390,000); HeLa A3F-eYFP + Vif (tagged APOBEC3F with the HIV-1 protein that degrades it), YFP fluorescence increase; Potency, µM (top dose mostly 46.1 µM), inactives show at the highest dose activity, negative = active; AID 602313; further: potency means the concentration at half of the fitted maximal effect; % of control where 0% means no effect; nearly all actives have a fitted effect of over 65% in size
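Fluorescence increase (Ex 488/Em 500-530) after overnight compound treatment at 37 deg C flags inhibition of Vif-driven A3F-eYFP loss in stable HeLa A3F-eYFP/Vif cells seeded overnight beforehand.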
rTrxR1 inhibitor: inhibitors of rat thioredoxin reductase 1. O89049. recombinant rTrxR1, NADPH fluorescence consumption, selenite substrate. Potency, µM (top dose mostly 114 µM), for the others: at the top dose activity change, negative = inhibition, usual class: inhibitors. actives 1% (n = 390,000); further: potency means the concentration at half of the fitted maximal effect; on the % scale 0 is the no-effect control and ±100 the full control effect; nearly all actives have a fitted effect of over 65% in size
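Rat TrxR1 (90 nM in the dispensed reagent) was pre-reduced with 400 uM NADPH for 5 min at room temperature, then incubated with compound for 15 min. After 400 uM selenite was added, NADPH fluorescence (Ex 340/Em 450 nm) was followed for 8 min.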
GRP78 ERSR act: ER stress response induction in glioma | AID 602332 | Potency, µM, for the others: at the top dose activation, most hits filed as activators | actives 0.02% (n = 420,000) | U87-MG GRP78 promoter luciferase reporter, 16 h; further: potency means the concentration at half of the fitted maximal effect; series mostly up to about 76 µM; % of control where 0% means no effect; nearly all actives have a fitted effect of over 35% in size
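ERSR induction read as luciferase luminescence (Bright-Glo, 10 min at room temperature) in stably transfected human U87-MG glioma cells exposed to compounds for 16 h, using GRP78 as sensor.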
IDH1 R132H inh: blocks human mutant IDH1 R132H enzyme. IDH1-R132H enzyme, NADPH consumption, diaphorase/resazurin fluorescence. Potency, µM (series often up to 76.6 µM), for inactives: at the highest dose activity change, negative = inhibition, actives largely listed as inhibitors. actives 0.093% (n = 390,000). O75874; further: potency means the concentration at half of the fitted maximal effect; on the % scale 0 is the no-effect control and ±100 the full control effect; nearly all actives have a fitted effect of over 65% in size
Target sequence (O75874 whole entry R132H, stated change not applied): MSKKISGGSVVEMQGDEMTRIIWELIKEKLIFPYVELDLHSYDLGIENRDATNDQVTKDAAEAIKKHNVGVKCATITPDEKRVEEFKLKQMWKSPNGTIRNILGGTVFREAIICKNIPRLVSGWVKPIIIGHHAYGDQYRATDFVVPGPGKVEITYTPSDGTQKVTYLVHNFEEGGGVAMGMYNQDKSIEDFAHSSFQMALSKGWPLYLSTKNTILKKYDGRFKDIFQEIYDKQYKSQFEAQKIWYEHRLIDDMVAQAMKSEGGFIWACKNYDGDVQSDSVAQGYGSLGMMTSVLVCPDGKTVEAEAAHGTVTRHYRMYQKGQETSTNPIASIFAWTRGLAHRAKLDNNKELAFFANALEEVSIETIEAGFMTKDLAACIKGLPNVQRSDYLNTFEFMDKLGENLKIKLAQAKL
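IDH1-R132H (0.5 ug/mL) preincubated 30 min with compound, then NADPH (0.016 mM) and alpha-KG (2 mM) added; 80 min at RT, pH 7.5. Remaining NADPH coupled via diaphorase/resazurin to fluorescence (540/590 nm); concentration-response curves normalized to no-enzyme control.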
RGS4 inhibitor: blocks human RGS4-accelerated GTP hydrolysis. P49798. Transcreener GDP fluorescence polarization, RGS4-accelerated GTP hydrolysis. Potency, µM (titrated, usually from 114 µM), for inactives: at the highest dose activity change, negative = inhibition, most hits filed as inhibitors. actives 0.039% (n = 390,000); further: potency means the concentration at half of the fitted maximal effect; on the % scale 0 is the no-effect control and ±100 the full control effect; nearly all actives have a fitted effect of over 75% in size; some results filed as inactive show a strong effect at the top dose
Target sequence (P49798 whole entry, looked up): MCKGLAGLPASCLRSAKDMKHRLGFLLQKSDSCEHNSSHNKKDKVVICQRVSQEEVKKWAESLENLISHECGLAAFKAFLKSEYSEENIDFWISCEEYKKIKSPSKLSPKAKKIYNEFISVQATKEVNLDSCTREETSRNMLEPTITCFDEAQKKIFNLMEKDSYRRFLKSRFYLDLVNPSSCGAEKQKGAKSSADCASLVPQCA
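MLSMR compounds (23 nl, pin-transferred) preincubated 10 min at room temperature with a 500nM (2x) first reagent, then RGS4 at 900nM (2x) plus Transcreener GDP mix added; fluorescence polarization (620/688 nm) read before and after 90 min at 30 °C.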
LDHA block: inhibitors of human lactate dehydrogenase A; P00338; purified LDHA, NADH/diaphorase-resazurin fluorescence; hits give low values; activity change, % (values are at about 110 or 230 µM); actives 0.15% (n = 480,000); AID 1347041; in the data active means activity change below about -30%; inconclusive means mostly about -25% to -30%;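 further: plate controls were DMSO wells for no effect and wells without enzyme for full effect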
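Remaining NADH was detected by diaphorase (0.133 mg/mL) converting 37 µM resazurin to fluorescent resorufin, read at 0 and 20 minutes. The preceding 5-minute room-temperature reaction used 2 nM LDHA, 0.2 mM sodium pyruvate and 0.06 mM NADH at pH 7.4.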
USP1-UAF1 inh: USP1/UAF1 (human) deubiquitinase inhibition | actives 0.23% (n = 390,000) | O94782 | Potency, µM (doses to about 57.1 µM), without a hit: at the top dose activity change, negative = inhibition, actives largely listed as inhibitors | recombinant USP1/UAF1, Ub-Rhodamine cleavage fluorescence; further: potency means the concentration at half of the fitted maximal effect; on the % scale 0 is the no-effect control and ±100 the full control effect; nearly all actives have a fitted effect of over 60% in size; inactives centre near -12
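High-throughput fluorogenic screen: 1nM USP1/UAF1 complex, Ub-Rho substrate 150nM final, 50mM HEPES pH 7.8 with 0.5mM EDTA, 0.1 mg/ml BSA, 1mM TCEP and 0.01% Tween-20.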
TrxR1 substrate: substrates of rat thioredoxin reductase 1. actives 0.01% (n = 390,000). purified TrxR1 substrate turnover, NADPH consumption readout. AID 588456. Potency, µM (titrated, usually from 114 µM), without a hit: at the top dose activity change, negative = substrate turnover. O89049; further: potency means the concentration at half of the fitted maximal effect; on the % scale 0 is the no-effect control and ±100 the full control effect; nearly all actives have a fitted effect of over 50% in size
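Rat TrxR1, dispensed at 90 nM, was prereduced with 400 uM NADPH (final) for 5 min at ~22 deg C, then incubated with compound 15 min before 400 uM selenite. A first-read NADPH fluorescence drop versus no-compound background flagged substrates.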
* hit, by the source's call; ? = inconclusive; / = not tested or not shown; & = joins results of further samples; [ ] = remark or other dose. Unless noted, the call rests on the fitted dose curve; in most records, active means well fitted curve in the direction sought with a large enough effect; inconclusive means small, poorly fitted or top-dose-only effect, or another doubt; inactive means no such curve, though single readings can be large; an effect the other way counts as inactive or inconclusive.

Under each structure – Vif-A3G inh | Vif-APOBEC3F blk | rTrxR1 inhibitor | GRP78 ERSR act | IDH1 R132H inh | RGS4 inhibitor | LDHA block | USP1-UAF1 inh | TrxR1 substrate
Cc1ccc(CNC(=O)c2nc(S(=O)(=O)Cc3ccc(C)cc3)ncc2Cl)cc1
    ? | 1% | ? | 4% | 0% | -47% | 5&-4 | -10% | 3%
C[C@H](CO)N1C[C@H](C)[C@@H](CN(C)CC2CCOCC2)Oc2cc(C#Cc3ccccc3F)ccc2S1(=O)=O
    -8% | -8% | / | -3% | ? | / | -1 | ? | /
CC(=O)Nc1ccc(/C=C/c2sc3ccccc3[n+]2CCCCI)cc1
    -7% | / | ? | -4% | / | / | -18 | / | -12%
CCN(C(=O)CSc1ncc2c(n1)-c1cc(Cl)ccc1N(Cc1ccccc1)S2(=O)=O)c1cccc(C)c1
    -1% | 1% | 26%[57.1 µM] | 1% | 0% | 2% | -4 | -18% | 12%[57.1 µM]
COc1ccc(C2CC(C)(c3ccc(OC)cc3OC)Nc3ccccc3N2)c(OC)c1 (stereo not given)
    -1% | -5% | 18%[57.1 µM] | -4% | -1% | 1% | -6 | 16% | -5%[57.1 µM]
Cc1cc2c(cc1S(=O)(=O)C(C)CC(=O)NC1CCC(C)CC1)OCC(=O)N2 (stereo not given)
    -2% | 1% | 18% | 0% | 30%[activator] | -4% | -10 | -26% | 0%
Cc1ccc(C(=O)OC(C)C(=O)NC2CCCCC2C)s1 (stereo not given)
    0% | 2% | 18% | -2% | 3% | -10% | -4 | 0% | 10%
c1ccc(OCc2nc3c4c(ncn3n2)-c2ccccc2CC42CCCC2)cc1
    0% | 0% | 48%[activator] | -3% | 9% | 8% | -1 | -9% | 68%[activator]
CC1CCCCC12NC(=O)N(CC(=O)N(C)Cc1nc3ccccc3c(=O)[nH]1)C2=O (stereo not given)
    -4% | 2% | 17% | -1% | -6% | 9% | -13 | -15% | 2%
Cc1ccc(S(=O)(=O)c2nc(S(=O)(=O)c3ccccc3)sc2N2CCN(C)CC2)cc1
    -21% | -6% | 3% | -2% | -4% | 19% | 0 | ? | -3%
CC1=C(C)CC(C(=O)NNC(=O)c2cccc(Cl)c2)C(C(=O)O)C1 (stereo not given)
    1% | 2% | 5%[57.1 µM] | -3% | -2% | -8% | -2 | -21% | -9%[57.1 µM]
COc1ccc(NC(=O)COc2ccc(C)c(C)c2)cc1S(=O)(=O)N1CCCCC1
    0% | 2% | 13%[57.1 µM] | 4% | -2% | -3% | 4 | -21% | 1%[57.1 µM]
COc1cc(C(=O)CC2(O)C(=O)N(Cc3ccccc3Cl)c3ccccc32)cc(OC)c1OC (stereo not given)
    -2% | -5% | 11% | -1% | -8% | -13% | 3 | -11% | -5%
O=S1(=O)CCO[C@H]2Cc3ccccc3[C@H]2N1Cc1cccc(F)c1
    -3%&-4% | 0% | 32%&16% | -4%&-1% | 4% | 17% | -8 | 10% | 3%&-3%
O=C(COC(=O)c1cccc(F)c1)NC1CC1
    1% | ? | 17%[57.1 µM] | -2% | 2% | 9% | 2 | -5% | -13%[57.1 µM]

Whole records from above. Screens in order: Vif-A3G inh | Vif-APOBEC3F blk | rTrxR1 inhibitor | GRP78 ERSR act | IDH1 R132H inh | RGS4 inhibitor | LDHA block | USP1-UAF1 inh | TrxR1 substrate
Shown for Cc1ccc(C(=O)OC(C)C(=O)NC2CCCCC2C)s1 (stereo not given) : 0% | 2% | 18% | -2% | 3% | -10% | -4 | 0% | 10%
Shown for CC(=O)Nc1ccc(/C=C/c2sc3ccccc3[n+]2CCCCI)cc1 : -7% | / | ? | -4% | / | / | -18 | / | -12%

(further entries)
Under each structure – Vif-A3G inh | Vif-APOBEC3F blk | rTrxR1 inhibitor | GRP78 ERSR act | IDH1 R132H inh | RGS4 inhibitor | LDHA block | USP1-UAF1 inh | TrxR1 substrate
CCN(CCCNC(=O)c1c(C)oc2ncn(CC(C)C)c(=O)c12)Cc1ccccc1
    4% | 0% | 7% | -2% | -2% | 4% | -1 | -20% | 3%
O=C(O)c1ccc2c(=O)n3c(nc2c1)/C(=C/c1ccc(C(F)(F)F)cc1)CC3
    0% | -1% | -1% | -2% | -4% | 12% | -3 | -11% | 29%
CCOc1ccc(N=C(C)c2ccccc2O)cc1
    -1% | 2% | 4% | -4% | 8% | -36% | 16 | -14% | 3%
CCNC(=O)CC(=O)Nc1ccccc1C(=O)O
    2% | 0% | -2% | -6% | 4% | 1% | -3 | 1% | -1%
Cc1ccc(CN2CCc3nc(N4CCN(C)CC4)ncc3C2)cc1
    5% | 5% | 9%[57.1 µM] | -4% | 8% | 16% | -4 | 1% | 2%[57.1 µM]
COc1ccc(NC(=O)Cn2c(=O)n(-c3ccccc3)c(=O)c3c4c(sc32)CCCC4)c(OC)c1
    2% | -12% | 21% | -1% | 6% | 6% | -2 | -30% | 4%
CCn1nc(C(C)C(=O)O)c2ccccc2c1=O (stereo not given)
    -8% | -1% | 2% | -2% | 26% | 4% | -10 | -1% | -6%
O=C(COc1ccccc1)NCCc1nc2ccccc2[nH]1
    -1% | / | -20% | -6% | 5% | -9% | -3 | -11% | -9%
c1ccc(-c2noc(-c3cccnc3)n2)cc1
    1% | -4% | 29% | 2% | 1% | 12% | -14 | -23% | 9%
CCc1nc(SCC(=O)Nc2cccc3ccccc23)[nH]c(=O)c1C
    0% | 3% | -22% | 0% | 12% | 11% | -3 | -18% | -13%
CCc1ccc(Oc2ncnc(N)c2[N+](=O)[O-])cc1
    -11% | 2% | 10% | -2% | 13% | -15% | -4 | -16% | 2%
Cc1ccc(S(=O)(=O)NCC2CCC(C(=O)NCCCN3CCOCC3)CC2)cc1 (stereo not given)
    0% | 0% | 8%[57.1 µM] | 1% | 6% | -25% | -11 | -15% | 7%[57.1 µM]
CCCCN(Cc1cc2cc(C)ccc2[nH]c1=O)C(=O)c1ccccn1
    1% | 4% | 29% | -5% | -4% | 14% | -1 | -12% | 6%
CN1C(=O)CC(C(=O)Nc2ccccc2F)SC1=Nc1ccc2c(c1)OCO2 (stereo not given)
    -2% | -1% | 36%[57.1 µM] | -4% | 3% | -27% | 2 | -11% | -14%[57.1 µM]
COc1ccc(NC(=O)C2CCC(CNS(=O)(=O)c3cccs3)CC2)cc1OC (stereo not given)
    4%&0% | 13%&0% | 1%[57.1 µM] | -1%&-3% | -11%&14% | -4%&-6% | -6&6 | -23%&-13% | -2%[57.1 µM]
COc1cc(OC)c2c(c1C(CCN1CCOCC1)c1ccc(N(C)C)cc1)OC(=O)CC2c1ccc(N(C)C)cc1 (stereo not given)
    0%&0% | 9% | 9%&21% | -1%&-5% | 4% | -7%&9% | 1 | -14% | -5%&-2%
COc1cccc(NC(=O)CCc2nnc3ccc(N4CCN(c5cccc(OC)c5)CC4)nn23)c1
    5% | -12% | 20%[57.1 µM] | -2% | 0% | -71%[56.9 µM] | 0 | -10% | 1%[57.1 µM]
CSc1ccccc1NC(=O)CN1c2ccccc2CC1C (stereo not given)
    1% | 0% | ? | 0% | 0% | -1% | 4 | -2% | -12%
CC(C)C1COS(=O)(=O)NC1CC(=O)SC(C)(C)C (stereo not given)
    -3% | 0% | 21%[57.1 µM] | -4% | 6% | -23% | 3 | -29% | 8%
Cc1ccccc1CC(=O)Nc1cc(C(C)(C)C)on1
    0% | -10% | -3% | 0% | -4% | 14% | -3 | -8% | -13%
CCCCn1c(N)c(N(CCC(C)C)C(=O)C2CC(=O)N(c3ccc(OC)cc3OC)C2)c(=O)[nH]c1=O (stereo not given)
    3% | 1% | -2% | -1% | 5% | 8% | -3 | -16% | -2%
O=C(CCC(=O)c1cccs1)OCc1nnc(-c2ccccc2)o1
    0% | / | 7% | -4% | 6% | ? | 1 | -13% | -1%
CCc1ccc(C(=O)NNC(=O)CCN2CCN(Cc3ccccc3)CC2)cc1
    0% | 9% | 19%[57.1 µM] | -1% | 3% | -22% | -4 | -9% | -6%[57.1 µM]
CCOC(=O)c1ccc(OCC2c3cc(OC)c(OC)cc3CCN2C(=O)Cc2ccc(OC)c(OC)c2)cc1 (stereo not given)
    -3% | -1% | 13%[57.1 µM] | -2% | 3% | -16% | 4 | -23% | 3%[57.1 µM]
CSc1ccccc1NC(=O)CSCc1nc2sc(C)c(C)c2c(=O)[nH]1
    -9% | -30% | -2% | -4% | 4% | -34% | -11 | -12% | -3%
CCC1(c2ccccc2)NC(=S)N(c2cccc(C)c2C)N1 (stereo not given)
    3% | -3% | -8%[57.1 µM] | 3% | 0% | -24% | 0 | -19% | 5%[57.1 µM]
CC(C)CCn1c(SCCN2CCOCC2)nc2c1c(=O)[nH]c(=O)n2C
    -5% | / | 8% | -4% | 5% | -20% | -3&0 | -12% | 10%
COc1ccc(Cl)cc1NS(=O)(=O)c1cccc(C(=O)NCC(c2ccco2)N2CCCC2)c1 (stereo not given)
    0% | -2% | -19% | -5% | 3% | 4% | -2 | -2% | -9%
COc1ccc(C(CNC(=O)c2ccc(C)c(S(=O)(=O)Nc3ccccc3OC)c2)N2CCCC2)cc1 (stereo not given)
    3% | 2% | 11% | -7% | 0% | -15% | 1 | -12% | -2%

Only part of the results is shown; the hit share may differ from the screen's.
